# Tau FP inhib: blocks human tau fibril formation measured by polarization; P10636; K18 P301L tau heparin fibrillization, Alexa594 FP, 6 h; Potency, µM (doses to about 57.7 µM), for inactives: at the highest dose activity, negative = inhibition, usual class: inhibitors; actives 0.39% (n = 280,000); further: nearly all actives have a fitted effect of over 55% in size
# Target sequence (P10636 561-689 P618L limits assumed): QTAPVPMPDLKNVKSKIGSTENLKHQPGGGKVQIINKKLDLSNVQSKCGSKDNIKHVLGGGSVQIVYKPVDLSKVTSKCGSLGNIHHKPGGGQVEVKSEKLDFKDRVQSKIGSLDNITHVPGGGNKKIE
#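 Quantitative HTS format: compounds meet 15 uM recombinant K18 P301L tau and Alexa 594-tau tracer in 100 mM sodium acetate pH 7; 20 uM heparin triggers fibrillization at 37 C over 6 hr; FP gives the signal.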
# RECQ1 inh: inhibitors of human RECQ1 DNA helicase | P46063 | RECQ1 DNA unwinding, red fluorescence kinetic read | Potency, µM (doses to about 57.3 µM), inactives show at the top dose activity, negative = inhibition, hits mostly inhibitors | actives 0.54% (n = 240,000) | AID 2549;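 further: plate controls were vehicle for no effect and no enzyme for full effect; nearly all actives have a fitted effect of over 30% in size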
# Target sequence (P46063 whole entry, looked up): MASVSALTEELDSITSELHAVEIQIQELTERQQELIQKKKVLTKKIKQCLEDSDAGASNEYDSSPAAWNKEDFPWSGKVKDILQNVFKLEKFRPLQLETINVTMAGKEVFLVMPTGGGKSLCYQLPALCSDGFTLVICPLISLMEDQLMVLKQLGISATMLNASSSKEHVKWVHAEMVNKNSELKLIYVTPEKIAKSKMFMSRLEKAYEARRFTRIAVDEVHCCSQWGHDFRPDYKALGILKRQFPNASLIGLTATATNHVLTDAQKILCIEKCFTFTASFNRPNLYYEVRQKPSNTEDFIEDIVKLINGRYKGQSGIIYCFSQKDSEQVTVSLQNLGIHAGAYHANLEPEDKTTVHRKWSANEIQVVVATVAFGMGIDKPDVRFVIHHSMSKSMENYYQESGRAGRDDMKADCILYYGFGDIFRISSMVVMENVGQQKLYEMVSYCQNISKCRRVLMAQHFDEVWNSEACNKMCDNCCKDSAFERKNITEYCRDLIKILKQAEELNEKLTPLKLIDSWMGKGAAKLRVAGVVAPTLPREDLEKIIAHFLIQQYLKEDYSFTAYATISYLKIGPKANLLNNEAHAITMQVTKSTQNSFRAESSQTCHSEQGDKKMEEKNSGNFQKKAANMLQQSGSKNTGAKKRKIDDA
#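 RECQ1T1 50 nM; forked duplex (20 bp + 30-nt ss tails) 200 nM, ATP 2 mM final; pH 8.0, 2 mM MgCl2, 2.5 ug/ml poly(dI-dC); 15 min compound preincubation; discontinuous kinetic read over 2 h at RT.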
# TRb-SRC2 inh: disrupts binding of human TR beta to SRC2. P10828. TRbeta-SRC2 peptide binding, fluorescence polarization; receptor liganded with 1 µM T3. Potency, µM (titrated, usually from 106 µM), without a hit: at the top dose activity change, negative = inhibition, actives largely listed as inhibitors. actives 0.065% (n = 280,000);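 further: plate controls were bound peptide for no effect and peptide without receptor for full effect; nearly all actives have a fitted effect of over 50% in size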
#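 Polarization signal, normalized between peptide-alone and full complex controls, measured compound effects on T3-liganded human TRb LBD (0.6 uM) binding 20 nM Texas Red SRC2 peptide after 5 hr.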
# TexasRed fluor: alters Texas Red total fluorescence, flagging assay interference. Potency, µM (series often up to 106 µM), without a hit: at the highest dose fluorescence change, negative = quenching. AID 1479. actives 0.29% (n = 280,000). TRb/SRC2 Texas Red total fluorescence interference; active means well fitted curve in either direction with a large enough effect; inconclusive means small, poorly fitted or top-dose-only effect
#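 Flags fluorescent or light-absorbing compounds by total fluorescence, S + 2P, at 555 nm excitation and 632 nm emission. Mixture: 20 nM Texas Red SRC2 peptide, 0.6 uM human TRb LBD, 1 uM T3, 5% DMSO; compound exposure 5 h at ambient temperature.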
# L3MBTL1 inh: L3MBTL1 (human) inhibition; Q9Y468; AlphaScreen L3MBTL1–H3K9me1 peptide binding; Potency, µM (highest dose often 57.1 µM), for inactives: top-dose activity, negative = inhibition, hits mostly inhibitors; actives 0.66% (n = 230,000); AID 485360; further: nearly all actives have a fitted effect of over 60% in size
#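 AlphaScreen assay: L3MBTL1 (50 nM final) was preincubated 30 min at room temperature with biotinylated H3(1-15)K9me1 peptide (75 nM final), then 30 min with library compounds; streptavidin donor and nickel chelate acceptor beads (10 ug/mL final) added, 30 min dark.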
# KDM4E inh: blocks human JMJD2E demethylase activity; Potency, µM (top dose mostly 57.1 µM), for the others: at the highest dose activity change, negative = inhibition, hits mostly inhibitors; AID 2147; actives 1.6% (n = 230,000); B2RXH2; JMJD2E catalytic domain, FDH-coupled NADH fluorescence (FDH is formaldehyde dehydrogenase); active means well fitted inhibition curve with a large enough effect, not every such curve was filed as active; inconclusive means small, poorly fitted or top-dose-only effect, or another doubt; inactive means no such curve, though single readings can be large or run the other way;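 further: 0% = wells with enzyme and -100% = buffer wells without enzyme; nearly all actives have a fitted effect of over 50% in size; many of its hits are not listed in these tables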
# Tau fibril ThT: tau fibrillization inhibition (ThT binding) | P10636 | recombinant tau K18 P301L (four-repeat tau fragment), heparin-induced fibrillization, ThT fluorescence | Potency, µM (titrated, usually from 57.4 µM), without a hit: at the highest dose activity, negative = inhibition, hits mostly inhibitors | actives 2.1% (n = 270,000) | AID 1460; further: nearly all actives have a fitted effect of over 55% in size
#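 Heparin-induced fibrillization of the P301L-mutant K18 repeat-domain fragment of human tau was followed by ThT binding in quantitative high-throughput format.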
# RGS12 GoLoco inh: RGS12 GoLoco-Gai1 interaction inhibition. P63096. Gai1:RGS12 GoLoco peptide FP, rhodamine, 10 min. Potency, µM (doses to about 61.6 µM), inactives show top-dose activity, negative = inhibition, most hits filed as inhibitors. actives 0.44% (n = 230,000). AID 880; active means well fitted inhibition curve with a large enough effect, not every such curve was filed as active; inactive means no such curve, though single readings can be large or run the other way; further: nearly all actives have a fitted effect of over 30% in size; many of its hits are not listed in these tables
# Starred values were filed as active, the others as inactive; i = inactive; ? = inconclusive; . = not tested or not shown; & = joins results of further samples; [ ] = another dose, or the depositor's remark. Unless noted, the call rests on the fitted dose curve; in most records, active means well fitted curve in the direction sought with a large enough effect; inconclusive means small, poorly fitted or top-dose-only effect, or another doubt; inactive means no such curve, though single readings can be large; an effect the other way counts as inactive or inconclusive. Unless noted, on the % scale 0 is the no-effect control and ±100 the full control effect; potency means the concentration at half of the fitted maximal effect.
SMILES,Tau FP inhib,RECQ1 inh,TRb-SRC2 inh,TexasRed fluor,L3MBTL1 inh,KDM4E inh,Tau fibril ThT,RGS12 GoLoco inh
CCC(=O)N(CC)C1=C(O)c2ccccc2C(=O)C1=O,?,-4%,-2%,-5%,-11%,-8%,16µM*,-34%
COC(=O)c1ccc(CNC(=O)COC(=O)Cc2ccsc2)cc1,-12%,i,4%,-1%,0%,-5%,-7%,9%
CC(C)(C)NS(=O)(=O)c1ccc(CCC(=O)NCc2ccco2)cc1,-1%,-13%,8%,-4%,0%,-2%,-17%,6%
COc1cc(=O)[nH]c(=O)n1C(=O)Cc1ccccc1,-2%,-5%,-2%,-7%,-1%,-6%,-6%,5%
Cc1cc(Nc2nnnn2-c2ccccc2)n(-c2ccccc2)n1,5%,i,4%,-1%,9%,-1%,-4%,5%
Cc1nc2ccc(F)cc2cc1C(=O)NCC1CCCO1 (stereo unspecified),0%,-6%,-4%,1%,1%,1%,-14%,24%
Cc1ccnc(NC(=O)Nc2cccc(F)c2)n1,-4%,-18%,-7%,-2%,-1%[11.4 µM],10%,11%,-4%
CNC(=S)N1CCN(c2ccc([N+](=O)[O-])cc2)CC1,-1%,0%,0%,2%,-6%,12%,5.6µM*,-5%
COc1ccc(/C=C2\SC(=O)NC2=S)cc1OC,?,32µM*,-3%,-6%,-11%,-28%,8.9µM*,38%[activator]
O=C(Cc1ccc(NC(=O)N2CCCCc3ccccc32)cc1)NCc1ccccc1Br,4%,.,-7%,-1%,.,.,-6%,.
Cc1ccc2nc(-c3ccc(NC(=O)COc4c(C)ccc(C)c4C)cc3)sc2c1,-11%,.,1%,0%,.,.,?,.
C=C(C)CNC(=S)N/N=C\c1ccc2c(c1)OCO2,4%,-15%,1%,2%,0%,3%,-9%,-2%
CC(=O)c1cccc(NC(=O)Cc2noc3ccccc23)c1,-4%,.,0%,-9%,.,.,3%,.
Cc1ccc(S(=O)(=O)N2CCCCC2)cc1NS(=O)(=O)c1cccc(C(=O)O)c1,-8%,7%,2%,-1%,-2%,2%,-14%,5%
COc1ccc(C2=NO[C@@H]3[C@@H]4C[C@@H]([C@H]5C(=O)N(C)C(=O)[C@@H]45)[C@H]23)cc1,3%,-10%,-2%,2%,12%,-7%,3%,1%
Cc1ccc(S(=O)(=O)c2c(N)n(NC(=O)C3CC3)c3nc4ccccc4nc23)cc1,-6%,-11%,-7%,1%,7%,?,7%,-2%
Cc1ccc(CNC(=O)C(C)OC(=O)c2ccco2)cc1 (stereo unspecified),-3%,-2%,0%,-4%,5%,1%,7%,-2%
CCCCn1c(-c2ccncc2)nc2c1c(=O)[nH]c(=O)n2CC(C)C,-8%,7%,2%,3%,7%,-10%,-9%,5%
COc1ccc(NC(=O)CCC2CCCCC2)cc1S(=O)(=O)N1CCCCC1,9%,-2%,-2%,1%,-9%,-4%,8%,.
COc1ccccc1CNC(=O)c1ccc(N2CCOCC2)c([N+](=O)[O-])c1,-7%,-3%,-9%,-12%,.,-17%,?,10%
CCN(CC)c1ccc(/C=N/N=C(c2ccccc2)c2ccccc2)c(O)c1,?,3%,0%,2%,-17%,-1%,-7%,33%
Nc1cc2c(cc1[N+](=O)[O-])OCO2,-2%,-14%,4%,-3%,32µM*,-19%,?,2%
Cc1nn(-c2ccccc2)cc1C(c1c(N)[nH]c(=S)[nH]c1=O)c1c(N)[nH]c(=S)[nH]c1=O,-14%,8%,-2%,-1%,-17%,-5%,?,-7%
Cc1cc(OCC(=O)Nc2cc(-c3nn4c(C)nnc4s3)ccc2C)ccc1Cl,-6%,-5%,4%,-1%,2%,4%,-6%,7%

# Sorted by SMILES length (descending): some entries from above
SMILES,Tau FP inhib,RECQ1 inh,TRb-SRC2 inh,TexasRed fluor,L3MBTL1 inh,KDM4E inh,Tau fibril ThT,RGS12 GoLoco inh
COc1ccc(C2=NO[C@@H]3[C@@H]4C[C@@H]([C@H]5C(=O)N(C)C(=O)[C@@H]45)[C@H]23)cc1,3%,-10%,-2%,2%,12%,-7%,3%,1%
Cc1ccc(S(=O)(=O)N2CCCCC2)cc1NS(=O)(=O)c1cccc(C(=O)O)c1,-8%,7%,2%,-1%,-2%,2%,-14%,5%
CCCCn1c(-c2ccncc2)nc2c1c(=O)[nH]c(=O)n2CC(C)C,-8%,7%,2%,3%,7%,-10%,-9%,5%
Cc1ccc(CNC(=O)C(C)OC(=O)c2ccco2)cc1 (stereo unspecified),-3%,-2%,0%,-4%,5%,1%,7%,-2%

# Additional compounds
SMILES,Tau FP inhib,RECQ1 inh,TRb-SRC2 inh,TexasRed fluor,L3MBTL1 inh,KDM4E inh,Tau fibril ThT,RGS12 GoLoco inh
O=C(Cc1cccs1)N1CCN=C1SCc1ccc(Br)cc1,-5%,-1%,-8%,-1%,10%,-9%,?,17%
CCOC(=O)/C=C1\SCC(=O)N1CC(=O)c1ccc[nH]1,4%,-22%,3%,1%,?,3%,-17%,25%
Cc1c(C(=O)OCC(=O)N(CCC#N)c2ccccc2)oc2c1ccc1ccccc12,?,-6%,1%,-3%,.,?,-7%,48%[activator]
COc1ccc(NC(=O)c2c(NC(=O)COc3ccccc3)sc3c2CCCCC3)cc1,2%,.,4%,-3%,.,.,9%,.
CCCC(c1nnnn1Cc1ccco1)N1CCN(c2ccccc2)CC1 (stereo unspecified),7%,5%,0%[53 µM],1%[53 µM],-12%,-16%,-8%,6%
COc1ccc(-c2noc(-c3ccccc3NC(=O)c3cc(OC)c(OC)c(OC)c3)n2)cc1,-6%,.,3%,1%,.,.,?,.
CCOc1ccc(NC2=NCC(=O)N2CCc2ccccc2)cc1,-13%,-3%,5%,-2%,-7%,-11%,4%,5%
O=C(CN1CCCC1)Nc1ccccc1Sc1ccccc1,-3%,i,10%,-2%,.,-5%,-9%,8%
C[C@@H](c1ccccc1)N1C(=O)[C@H]2[C@H]3[C@H](O)[C@H](O)C/C(=N/OCc4ccccc4)[C@@H]3CC[C@@H]2C1=O,-9%[11.6 µM],i[11.5 µM],2%[11.2 µM],1%[11.2 µM],.,.,-8%[11.5 µM],.
CCOC(=O)Cn1c(=N)n(Cc2ccccc2)c2ccccc21,-6%,-3%,-12%,-1%,0%,3%,-2%,2%
O=C1CCCN1CCCNc1ncnc2c1cnn2-c1ccc(Cl)cc1,-4%,8%,-6%,-3%,3%,?,-17%,-1%
O=C(Nc1ccc(N2CCOCC2)cc1N1CCOCC1)c1ccc([N+](=O)[O-])cc1,6%,-7%,-3%,1%,0%,10%,?,-11%
CC(=O)c1sccc1NC(=O)c1ccccc1C(=O)O,3%,-6%,-1%,1%,2%,-7%,-11%,0%
COc1ccc(C(=O)c2ccc(N3CCOCC3)c([N+](=O)[O-])c2)cc1,-4%[2.34 µM],i,5%,-3%,-9%,7%,?,6%
CCOC(=O)C(Cc1ccccc1)NC(=O)Cn1nnc(-c2ccc(C)cc2)n1 (stereo unspecified),0%,.,5%,-14%,.,.,7%,.
COc1ccc(-c2noc(CCCC(=O)NCc3ccco3)n2)cc1OC,-4%,i,8%,2%,-5%,6%,-15%,2%
Oc1c(/C=N/c2ccccn2)sc2ccccc12,?,-12%,30%,15%,-21%,?,5.6µM*,211%[activator]
Cc1ccc(-n2ncc3c(NC4CCCCCC4)ncnc32)cc1Cl,?,.,-5%,-1%,.,.,5%,.
Cc1sc(-c2ccncc2)nc1OC(=O)c1ccc(F)cc1F,-1%,-4%,6%,-2%,12%,2%,?,3%
Cc1ccc(/C=C/C(=O)Nc2cccnc2)o1,1%,-9%,-4%,-6%,-16%,-3%,3%,-48%
COc1nc(N/N=C/c2ccc(C)cc2)nc(N2CCCCC2)n1,?,0%,-6%,8%,2%,-3%,-11%,0%
CCOC(=O)c1cccc(NC(=O)/C=C/c2cccc([N+](=O)[O-])c2)c1,-5%,-11%,2%,-1%,0%,6%,-16%,-19%
CNc1nc(NCCOC23CC4CC(CC(C4)C2)C3)nc(OCC(F)(F)F)n1,1%,-8%,3%,-2%,-1%,7%,-8%,-5%
CCn1cc(C(=O)OCC(=O)Nc2ccc(F)cc2F)c(=O)c2ccc(C)nc21,4%,.,-31%[53 µM],?,.,.,?,.
Cc1ccc(NC(=O)CC(=O)c2ccc([N+](=O)[O-])cc2)cc1S(=O)(=O)Nc1cccc(Cl)c1,2%,7%,13%,5%,-18%,-3%,0%,-4%
COCCNc1cc(N)c([N+](=O)[O-])cc1[N+](=O)[O-],5%,-12%,5%,-2%,-6%,1%,?,4%
Cc1ccc(C)c(NC(=S)N(C)CCO)c1,-2%,-14%,1%,-1%,.,-12%,-5%,3%
C1CCC(Nc2nc3nonc3nc2N2CCSCC2)C1,-2%,-3%,-6%,1%,-8%,-15%,2%,22%
CCn1c2ccccc2c2cc(NC(=O)c3cccc([N+](=O)[O-])c3C)ccc21,7%,-1%,-9%,0%,-15%,3%,?,13%
COc1ccccc1N1CCN(C(=O)CN(C)S(=O)(=O)c2ccc3c(c2)c(=O)n(C)c(=O)n3C)CC1,2%,i,1%,1%,.,2%,-8%,2%
CCC(CC)C(=O)Nc1ccccc1-n1cccc1,0%,-6%,-1%,4%,-5%,1%,0%,5%
COc1ccc(NC(=O)Nc2nnc(C)s2)cc1,5%,.,1%,0%,.,.,-8%,.
NC(=O)CC[C@@H]1NC(=O)[C@@H]2CCCN2C(=O)c2cc([N+](=O)[O-])cc(I)c2NCCC[C@@H](C(N)=O)NC1=O,1%,2%,-4%,0%,6%,1%,-6%,-2%
O=C(Cn1cc2c(n1)CCCCC2)NCc1ccccn1,-7%,-1%,-9%,3%,.,-5%,-11%,-82%
CCOc1ccc(-c2nnn(CC(=O)NCc3ccc(C)cc3)n2)cc1,4%,-2%,2%,-1%,.,-3%,-3%,-2%
COC(=O)CC1C(=O)NCCN1C(=S)Nc1ccccc1 (stereo unspecified),2%,-10%,-1%,-1%,14%,?,-8%,7%
Cc1c(Cl)cccc1NC(=O)C1CCN(S(C)(=O)=O)CC1,7%[2.34 µM],-13%,-5%,-3%,-3%,3%,2%,16%
O=C(O)CC(=O)NC12CC3CC(CC(C3)C1)C2,2%&1%,-8%&-13%,-5%&-4%,-1%&0%,.,14%&5%,-6%&-1%,-5%&7%

# Only part of the results is shown, so the mix of outcomes need not match the whole.
